# Arrestin-AP2 inh: inhibitors of beta-arrestin/AP2 binding, primary screen, biochemical, GPCR trafficking, flow cytometry | 340,000 tested, 0.31% active | FITC-arrestin peptide / GST-AP2 beads; AP2 beta2 appendage carries R879A mutation | inhibition, % at 10 µM | beta-arrestin 1 C-terminal peptide binding to AP2 beta2-adaptin appendage (human);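 active = inhibition above a set limit, near 3 SD of compounds lacking own fluorescence, cut at about 54% in these data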;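 note: plate controls were DMSO wells for no effect and 5 µM unlabelled arrestin peptide for full effect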
#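 Material – AP2 appendage R879A on GSH beads · Buffer or medium – PBS with 0.05% Tween 20 and 0.1% BSA · Probe or stimulus – fluorescein-tagged arrestin peptide at 50 nM final · Incubation – compound with beads 12 min RT, then probe 1 h RT · Detection – high-throughput flow cytometry of beads, ex 488, em 535 nm · Evaluation – percent response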
# LANA DNA inh: inhibitors of KSHV C-LANA binding to DNA, primary screen, biochemical, fluorescence polarization, FAM-LBS DNA, MBP-C-LANA, single point. AID 504423, 2011. Kaposi's sarcoma herpesvirus LANA C-terminal domain (residues 932-1162) DNA binding. inhibition, % at 9 µM. 340,000 tested, 0.078% active;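 active = highest replicate inhibition at or above 60% at 9 µM, even if other replicates fall short; inactive = all replicates below 60% inhibition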;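 note: 0% = neutral control wells and 100% = 4 µM acridine orange control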
# Keap1-Nrf2 PPI: Keap1-Nrf2 protein-protein interaction inhibitors, primary screen, biochemical, fluorescence polarization, single point; Kelch-like ECH-associated protein 1 (Homo sapiens), Q14145; Keap1 Kelch-Nrf2 peptide fluorescence polarization, 1536-well; inhibition, % at 9.4 µM; 340,000 tested, 0.15% active; in the data active = inhibition above about 12%;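 note: human Keap1 Kelch domain with fluorescein labeled Nrf2 9mer peptide probe; 0% = neutral control wells and 100% = peptide positive control; higher means more block of Keap1 binding to Nrf2 peptide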
# CAL PDZ FP-1: CAL PDZ peptide-binding inhibitors, primary screen, biochemical, fluorescence polarization, Cer-tagged CAL PDZ, HTS; Golgi-associated PDZ and coiled-coil motif-containing protein (Homo sapiens), Q9HD26; purified CAL PDZ, TMR-peptide fluorescence polarization, 1 h; inhibition, % at 20 µM; 330,000 tested, 0.02% active; AID 504414, 2011;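 active = highest replicate inhibition of at least 40%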;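 note: plate controls were DMSO neutral control wells for no effect and unlabeled competitor peptide control wells for full effect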
#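 Assay system – tagged CAL PDZ protein CerCALP, purified · Timing – 1 h at RT · Compound – single point, 20 µM · Measured by – fluorescence polarization from S- and P-plane intensities, G-factor corrected · Evaluation – inhibition from polarization loss · Probe or stimulus – TMR reporter peptide T*-PRC34 · Buffer or medium – pH 7.4 phosphate-saline buffer, reducing agent, detergent, IgG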
# RTF Ca sens inh: cardiac RTF calcium sensitivity inhibitors, primary screen, biochemical, IANBD-TnC fluorescence, EC70 calcium; Troponin I, cardiac muscle (Homo sapiens) + Troponin T, cardiac muscle (Homo sapiens) + …; 340,000 tested, 0.12% active; inhibition, % at 7.15 µM; AID 493244, 2011; IANBD-labeled cardiac RTF, Ca2+ fluorescence;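 active = inhibition above the mean inhibition of all tested compounds plus 3 SD, cut at about 17% in these data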;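 note: assay run at fixed EC70 calcium of 1.6 mM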
# DSG3 Ab inh: inhibitors of pemphigus antibody binding to DSG3, primary screen, biochemical, bead-based, flow cytometry, scFv-GFP. Desmoglein-3 (Homo sapiens), P32926. DSG3-coupled beads, scFv-anti-DSG3-GFP binding; hits give low values. binding (percent of control), % at 10 µM. 310,000 tested, 0.48% active. AID 588358, 2011;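 active = binding more than 3 SD below its plate's average and above zero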;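 note: hits lower antibody fragment binding to DSG3; some compounds called inactive have numbers as strong as hits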
# DAGLB inh: DAGLB lipase inhibitors, primary screen, biochemical, fluorescence, HTS | Diacylglycerol lipase-beta (Homo sapiens), Q8NCG7 | HEK293T DAGLB membrane lysate, EnzChek fluorogenic substrate | inhibition, % at 5.17 µM | 340,000 tested, 0.059% active | AID 504411, 2011; in the data active = inhibition above about 34%;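 note: 0% = enzyme with vehicle and 100% = wells lacking enzyme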
# CAL PDZ FP-2: untagged CAL PDZ binding inhibitors, primary screen, biochemical, fluorescence polarization, HTS | purified CAL PDZ, TMR-peptide fluorescence polarization, 1 h | inhibition, % at 24.9 µM | 300,000 tested, 0.92% active | AID 602252, 2012;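 active = mean inhibition of at least 30% with at least half of replicates also reaching 30%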;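 note: 0% = DMSO neutral control and 100% = excess unlabeled competitor peptide PRC23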
# V-ATPase pHluor: regulators of yeast V-ATPase proton pumping, primary screen, pHLuorin cytosolic pH fluorescence. S. cerevisiae. response, % at 10 µM. 350,000 tested, 0.37% active. AID 504577, 2011; in the data active = response mostly above about 7.3%, no sharp cut-off; inactive = mostly below about 5.4%; note: actives read high; inactives centre near 0; some compounds called inactive have numbers as strong as hits; reference of the scale not given here
# NSD2 inh: NSD2 histone methyltransferase inhibitors, primary screen, biochemical, AlphaScreen, single concentration, set 2; Histone-lysine N-methyltransferase NSD2 (Homo sapiens), O96028; NSD2 peptide methylation, 120 min; AID 743445, 2014; 310,000 tested, 0.54% active; inhibition, % at 12.5 µM; in the data active = inhibition above about 50%
# Target sequence (O96028 whole entry, looked up): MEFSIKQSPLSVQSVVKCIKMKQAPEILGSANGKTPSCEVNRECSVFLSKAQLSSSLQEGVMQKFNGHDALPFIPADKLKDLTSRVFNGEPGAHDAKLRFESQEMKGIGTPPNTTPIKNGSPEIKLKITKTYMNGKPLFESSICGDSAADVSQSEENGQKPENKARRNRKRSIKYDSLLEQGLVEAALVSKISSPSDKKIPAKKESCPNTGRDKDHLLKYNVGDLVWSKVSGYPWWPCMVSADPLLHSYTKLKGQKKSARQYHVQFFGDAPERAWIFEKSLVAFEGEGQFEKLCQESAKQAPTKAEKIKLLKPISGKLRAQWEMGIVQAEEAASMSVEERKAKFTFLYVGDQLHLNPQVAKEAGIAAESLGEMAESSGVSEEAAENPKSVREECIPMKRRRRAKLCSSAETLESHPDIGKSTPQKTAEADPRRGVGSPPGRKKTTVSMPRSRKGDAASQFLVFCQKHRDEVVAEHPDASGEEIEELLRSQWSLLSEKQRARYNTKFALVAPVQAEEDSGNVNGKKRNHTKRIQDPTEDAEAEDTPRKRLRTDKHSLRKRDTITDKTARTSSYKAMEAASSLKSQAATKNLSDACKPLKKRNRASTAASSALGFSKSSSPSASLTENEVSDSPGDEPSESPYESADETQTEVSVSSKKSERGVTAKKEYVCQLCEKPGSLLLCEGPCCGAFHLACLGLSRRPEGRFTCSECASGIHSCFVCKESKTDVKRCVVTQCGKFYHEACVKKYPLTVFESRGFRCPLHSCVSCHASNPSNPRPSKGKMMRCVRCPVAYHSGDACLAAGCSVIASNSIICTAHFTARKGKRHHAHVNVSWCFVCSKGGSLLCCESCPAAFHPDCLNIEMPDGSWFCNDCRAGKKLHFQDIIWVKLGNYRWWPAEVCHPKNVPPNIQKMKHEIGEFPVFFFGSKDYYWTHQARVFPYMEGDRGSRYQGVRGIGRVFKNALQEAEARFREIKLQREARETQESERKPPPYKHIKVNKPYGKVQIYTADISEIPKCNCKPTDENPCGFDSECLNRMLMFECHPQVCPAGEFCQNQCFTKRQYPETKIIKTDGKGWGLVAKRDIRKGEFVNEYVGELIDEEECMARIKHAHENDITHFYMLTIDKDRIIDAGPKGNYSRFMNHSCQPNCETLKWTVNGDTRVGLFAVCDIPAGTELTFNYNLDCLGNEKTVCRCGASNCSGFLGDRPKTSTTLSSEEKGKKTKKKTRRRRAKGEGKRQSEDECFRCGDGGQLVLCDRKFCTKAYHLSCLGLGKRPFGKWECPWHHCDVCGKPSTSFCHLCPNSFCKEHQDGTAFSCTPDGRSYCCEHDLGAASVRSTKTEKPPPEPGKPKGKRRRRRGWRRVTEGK
# * hit, by the source's call; x = no result given. A portion of the library; rates above refer to the full screens.
Molecule	CAL PDZ FP-1	DSG3 Ab inh	V-ATPase pHluor	Arrestin-AP2 inh	LANA DNA inh	RTF Ca sens inh	NSD2 inh	Keap1-Nrf2 PPI	DAGLB inh	CAL PDZ FP-2
CC(C)[C@H](NC(=O)c1ccccc1)C(=O)OCC(=O)/C=C1/N(C)c2ccccc2C1(C)C	-1.6	90	2	-7	-2.2	-6	-2	-7	-1	2
CC(NS(=O)(=O)c1ccc2c(c1)OCCO2)c1ccccc1 (stereo not given)	1.0	98	0	-7	-0.5	7	7	0	0	0
CCN1C(=O)/C(=C\c2nc3ccccc3c(=O)n2-c2ccccc2)c2ccccc21	-1.5	102	-1	x	1.5	-7	-1	-2	6	-44
O=C(CSc1ncccn1)N/N=C/c1ccc(OC2CSC2)cc1	-0.8	105	0	-2	-0.9	-10	-3	-4	0	x
Cc1ccccc1Cc1c(C)nc2c(C(=O)NCc3ccco3)cnn2c1C	-5.9	92	-6	22	0.2	0	1	-7	-1	x
Cc1cccc(C)c1NS(=O)(=O)c1c(C(=O)N2CCCCC2)c(C)n(C)c1C	-4.5	x	0	4	0.1	-4	2	2	-1	-19
COc1ccc(-c2cc(C)nc3c(-c4ccccc4)cnn23)cc1	-1.2	111	100*	-9	2.2	8	-1	-3	-15	1
CC(C)C(=O)Nc1cccc(NC(=S)NC(=O)C(c2ccccc2)c2ccccc2)c1	0.3	121	3	15	0.4	2	-3	-3	-2	0
O=c1oc2c(O)cccc2cc1-c1nc2ccccc2[nH]1	0.1	89	-4	22	2.4	-283	1	8	-154	-4
Cc1c(CN(C)Cc2cn(C)nc2-c2ccccc2F)[nH]c2ccccc12	-0.9	98	0	16	-1.2	-7	6	-2	3	3
CCOC(=O)c1cc(-c2ccccc2)sc1NC(=O)CSc1nnc(N)s1	-1.7	110	-3	-9	-0.4	1	-1	2	-6	3
O=C(COc1ccccc1)N1CCN(S(=O)(=O)c2cccc([N+](=O)[O-])c2)CC1	-0.9	x	6	10	0.4	1	-1	2	0	-1
COc1ccc(CN2CCN(C3CCC3)CC2CCO)c(C)c1C (stereo not given)	0.0	102	-1	4	2.8	-8	6	0	-6	15
CC(C)(O)C#Cc1ccc(C(=O)N2CCN(c3ccc(F)cc3)CC2)cc1	0.2	96	4	20	-3.3	6	0	-2	0	-1
N#Cc1ccc(OCc2nnc3n2CCCCC3)cc1	-1.6	98	3	12	0.1	8	-2	0	-3	3
O=C(CNS(=O)(=O)c1ccccc1)NCC(=O)OCc1ccc(Br)cc1	-0.7	106	0	-15	1.9	5	5	-4	-1	x
Cc1cccc(Nc2c(-c3ccc(O)cc3)nc3ncccn23)c1	0.1	103	2	-14	-1.0	5	-4	-5	2	2
O=C1C(Cl)=C(NCCCN2CCOCC2)C(=O)N1CCc1ccccc1	-2.4	102	-3	1	-1.3	-20	-10	-3	-3	-4
O=C(Nc1cccc(S(=O)(=O)N2CCOCC2)c1)c1cnn2c(C(F)F)cc(-c3ccccc3)nc12	0.0	106	1	-7	-0.7	-10	6	-2	1	x
O=C(COC(=O)Cn1cnc2ccccc2c1=O)Nc1ccc2c(c1)OCO2	-1.2	103	1	-29	-1.2	5	-3	4	0	x
Cc1cc(Nc2cccc(F)c2)n2nc(C)nc2n1	0.3	104	-1	7	2.2	-4	x	4	6	1
COC(=O)/C=c1/s/c(=C(/C#N)C(=O)N2CCCCC2)n(-c2ccccc2)c1=O	0.3	108	1	5	-0.9	-6	1	-3	1	0
CCC(C)(C)NC(=O)C(OC(=O)c1cc2sccc2n1C)c1ccc(OC)cc1 (stereo not given)	-1.7	79	-1	4	3.2	-25	2	2	-7	-1
COc1ccc(S(=O)(=O)N2CCCN(CC(=O)C(C)(C)C)CC2)cc1	-1.4	105	-6	7	-0.5	-7	-5	-1	3	-4
CN(C)S(=O)(=O)c1ccc2c(c1)C(=NO)c1cc(S(=O)(=O)N(C)C)ccc1-2	-0.7	76*	1	-18	2.1	-4	24	-8	-3	-8
COCCCNC(=S)NC1CC2CCCC(C1)N2Cc1ccco1 (stereo not given)	-0.8	100	-4	-4	1.3	-3	0	4	1	-2
NC(=O)c1cc(Cl)ccc1OCC(=O)Nc1ccc2c(c1)OCO2	-0.1	100	-3	21	-0.7	4	-3	-1	1	x
Cc1csc(CN(C)C(=O)CC2C(=O)NCCN2Cc2ccc(Cl)c(F)c2)n1 (stereo not given)	-2.6	104	-4	28	1.3	-12	-4	-4	6	-4
CCCCc1nc(SCC(=O)Nc2cccc(Cl)c2)n[nH]1	-3.5	x	2	42	-1.3	0	-1	5	-2	-6
O=C(CSc1nc(-c2ccccc2)cc(=O)[nH]1)N1CCc2ccccc21	0.4	96	-5	17	0.2	-5	4	0	-3	-1
Cc1ccc(S(=O)(=O)N2CCN(c3ccccc3)CC2)cc1C(N)=O	0.2	105	9.8*	-17	0.6	0	-2	-3	0	-3
Nc1nc(Cl)nc2ncn(Cc3ccccc3)c12	-0.5	101	-2	4	-0.1	-11	-3	-3	0	-1
CCCn1c(N2CCOCC2)nc2c1c(=O)[nH]c(=O)n2C	-1.2	114	0	-19	0.6	-5	-7	-1	-1	-1
Cc1ccc(-c2nn(-c3ccccc3)cc2C2CC(c3ccccc3)=NN2C(=O)CCC(=O)O)cc1 (stereo not given)	-0.1	104	-3	35	0.5	5	3	2	3	-1
CC1CN(C(=S)Nc2ccc(SC(F)F)cc2)CC(C)O1 (stereo not given)	-2.2	91	0	-2	1.9	10	-1	2	-2	-1
O=C(CCC(=O)c1ccc(Oc2ccccc2)cc1)Nc1ccc(Cl)cc1Cl	-3.2	105	-2	-1	1.6	-4	-2	-4	-1	-7
Clc1nc(CN2CCCCC2)nc2sc3c(c12)CCC3	-0.4	105	-1	0	-0.7	4	7	-2	-4	x
O=C(Nc1nccs1)C1CCN(S(=O)(=O)c2cccnc2)CC1	-0.2	101	1	2	0.8	-15	x	-8	-5	-24
CSc1nc(-c2ccc(Cl)cc2)nn1C(=O)c1ccco1	-0.5	99	-1	-21	0.0	5	2	-1	-1	-5
CCOc1ccc(-n2c(=O)[nH]cc(C(=O)N3CCCc4ccccc43)c2=O)cc1	0.1	85	7	7	-2.2	-9	6	-2	0	0
CN(CC(=O)N(C)CC(=O)Nc1c(Cl)cccc1Cl)Cc1ccccc1F	0.1	102	-1	-6	5.0	-12	0	-1	0	-2
CCc1nc(-c2ccccc2O)n(-c2ccccc2)n1	x	x	2	-3	0.9	0	5	2	0	8
Cc1nnc(N/N=C/C(C)c2ccccc2)[nH]c1=O (stereo not given)	-0.6	99	2	0	-4.7	4	40	-1	-1	0
Cc1ccc(S(=O)(=O)N2CCN(S(=O)(=O)N3CCC(C)CC3)CC2)c(C)c1	-0.5	101	2	9	-1.0	-12	-7	-2	-3	5
CC(=O)Nc1sc2c(c1C(c1cccc(F)c1)N1CCN(CCO)CC1)CCCC2 (stereo not given)	0.7	107	-4	-8	-1.4	-5	x	2	2	x
O=C(CCl)Nc1c[nH]c(=O)[nH]c1=O	-0.1	90	-1	-12	-0.8	-3	-16	-1	0	1
O=C(Nc1ccc(O)c(-c2nc3ccccc3o2)c1)C1(c2ccccc2)CCCC1	-2.9	107	1	-2	1.4	-25	1	-3	-25	-5
C[C@@H](CSc1ccccc1)CN1CC[C@H](O)CCC1=O	0.3	99	0	17	-0.2	-2	x	1	-3	-5
Cn1cc(/C=C(\C(=O)O)C(C(=O)O)=C2CCCCC2)c2ccccc21	1.0	99	8	8	0.5	-28	7	-5	0	3
COC(=O)c1cc(Br)c(=O)n(Cc2ccncc2)c1	-0.1	95	0	21	0.5	-5	-1	-1	0	-3
CC(C)(C)c1ccc(C(=O)Nc2nnc(SCC(=O)NCC3CCCO3)s2)cc1 (stereo not given)	-2.6	106	1	-12	-0.3	-2	-1	5	0	-3
O=C(Nc1ccc2c(c1)OCO2)C1(S(=O)(=O)c2ccc(Cl)cc2)CC1	-2.5	124	-1	2	-0.8	-1	-2	-7	-1	6
COCCN(C(=O)COC(=O)c1ccc(Cl)s1)c1c(N)n(Cc2ccccc2)c(=O)[nH]c1=O	-3.2	99	1	-10	14	-11	0	-1	1	-3
COCCNC(=O)c1cc(-c2ccc(-c3ccccc3)cc2)nc2ccccc12	-2.4	103	-2	5	1.8	1	0	0	-4	-2
CN(C)S(=O)(=O)N1CCCC(C(=O)c2ccc(C(F)(F)F)cc2)C1 (stereo not given)	-1.7	101	-3	17	-1.6	-1	0	0	0	-4
CCCCC1=CC2=CC(=O)C(C)(OC(=O)CC)C(=O)C2=CN1CCc1c[nH]c2ccccc12 (stereo not given)	1.2	99	-1	36	-4.1	0	x	-5	4	-2
Cn1ncc2nnn(-c3ccccc3)c(=O)c21	-0.8	107	-1	1	-1.0	-2	16	2	-2	-4
C/C(=N\NC1=NCCN1)c1ccc(N)c([N+](=O)[O-])c1	0.0	114	1	-3	-0.8	-3	4	2	0	-4
CCN(CC)c1ncccc1C(=O)NCc1cccs1	-0.9	117	2	21	-1.0	4	-1	3	-1	-2
COc1c(OC)c2[nH]c(=O)cc3c4ccccc4n(c1=O)c23	0.4	x	1	-1	-2.5	-6	x	-5	-2	2

# From PubChem
